CHRM1 PAM: human M1 muscarinic receptor positive allosteric modulators, primary screen, CHO-K1 cells, Fluo-8 calcium fluorescence, 1536-well | Muscarinic acetylcholine receptor M1 (Homo sapiens), P11229 | CHO-K1 hM1, ACh EC20; 0% = ACh EC20, 100% = maximal ACh | activation, % at 3 µM | 360,000 compounds, 0.088% hits | AID 588819, 2011; in the data active = activation above about 19%, passing the limit was not always enough
Target sequence (P11229 whole entry, looked up): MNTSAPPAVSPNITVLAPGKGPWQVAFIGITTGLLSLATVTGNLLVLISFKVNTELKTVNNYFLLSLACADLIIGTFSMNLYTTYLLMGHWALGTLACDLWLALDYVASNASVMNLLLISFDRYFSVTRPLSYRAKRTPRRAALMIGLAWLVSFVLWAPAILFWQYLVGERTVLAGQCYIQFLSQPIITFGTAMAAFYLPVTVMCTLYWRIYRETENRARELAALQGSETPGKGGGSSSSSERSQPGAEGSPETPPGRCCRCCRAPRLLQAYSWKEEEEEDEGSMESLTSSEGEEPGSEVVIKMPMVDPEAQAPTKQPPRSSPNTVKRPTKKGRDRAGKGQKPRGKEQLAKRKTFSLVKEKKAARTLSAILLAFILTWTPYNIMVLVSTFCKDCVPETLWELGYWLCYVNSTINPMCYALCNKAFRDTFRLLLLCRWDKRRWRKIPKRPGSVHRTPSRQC
CHRM4 antagonist: human M4 muscarinic receptor antagonists, primary screen, CHO cells, Fluo-8 calcium fluorescence | Muscarinic acetylcholine receptor M4 (Homo sapiens), P08173 | CHO-hM4 cells, ACh EC80 | 360,000 compounds, 0.73% hits | inhibition, % at 3 µM;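 active = inhibition above its plate's cutoff, the mean inhibition of sample wells plus 3 SD, cut at about 27% in these data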;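 also: 0% = acetylcholine EC80 with DMSO and 100% = DMSO without agonist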
Target sequence (P08173 whole entry, looked up): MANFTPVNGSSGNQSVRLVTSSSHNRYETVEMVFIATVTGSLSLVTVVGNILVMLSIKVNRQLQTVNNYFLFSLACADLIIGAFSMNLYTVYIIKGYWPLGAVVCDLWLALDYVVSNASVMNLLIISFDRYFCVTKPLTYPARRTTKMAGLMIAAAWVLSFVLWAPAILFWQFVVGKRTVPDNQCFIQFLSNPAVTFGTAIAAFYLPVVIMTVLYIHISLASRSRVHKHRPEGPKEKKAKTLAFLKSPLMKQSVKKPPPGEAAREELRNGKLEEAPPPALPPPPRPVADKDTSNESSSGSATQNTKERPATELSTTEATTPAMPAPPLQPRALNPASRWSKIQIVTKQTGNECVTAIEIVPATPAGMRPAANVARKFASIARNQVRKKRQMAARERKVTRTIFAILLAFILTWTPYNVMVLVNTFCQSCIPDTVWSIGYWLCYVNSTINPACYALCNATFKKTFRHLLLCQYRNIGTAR
M4 ag: human M4 muscarinic receptor agonists, primary screen, CHO-K1 cells, Fluo-8 calcium fluorescence | Muscarinic acetylcholine receptor M4 (Homo sapiens), P08173 | CHO-K1 hM4/Gqi5; vehicle 0%, full acetylcholine response 100% | activation, % at 3 µM | 360,000 compounds, 0.14% hits | AID 624127, 2012;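 active = activation above the run mean over all test wells plus 3 SD, cut at about 32% in these data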;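 also: peak over basal fluorescence ratio per well then scaled between controls; 0% = DMSO wells and 100% = acetylcholine at EC100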
M5 antag: human M5 muscarinic receptor antagonists, primary screen, CHO cells, Fluo-8 calcium fluorescence; Muscarinic acetylcholine receptor M5 (Homo sapiens), P08912; CHO-hM5 cells, ACh EC80; inhibition, % at 3 µM; 360,000 compounds, 0.59% hits; AID 624040, 2012;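 active = inhibition above a per-plate cutoff, the mean of that plate's test compounds plus 3 SD, cut at about 27% in these data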;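 also: 0% = acetylcholine EC80 with DMSO and 100% = DMSO without agonist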
CHRM5 PAM: human M5 muscarinic receptor positive allosteric modulators, primary screen, CHO-K1 cells, Fluo-8 calcium fluorescence. AID 624038, 2012. 360,000 compounds, 0.3% hits. CHO-K1 hM5, ACh EC20 PAM; 0% = ACh EC20, 100% = ACh EC100. activation, % at 3 µM. Muscarinic acetylcholine receptor M5 (Homo sapiens), P08912;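 active = activation above the run cutoff, the mean activation of all test compounds plus 3 SD, cut at about 18% in these data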
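Measured by: Fluo-8 calcium fluorescence; material: human M5 receptor in CHO-K1 cells; schedule: Post-acetylcholine fluorescence recording 140 s; benchmarks: low control EC20 acetylcholine (0%), high control EC100 acetylcholine (100%); read-out: Max/basal fluorescence ratio as % of EC20–EC100 ACh window; compound: single dose, 3 µM nominal final test concentration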
M5 ag: human M5 muscarinic receptor agonists, primary screen, CHO-K1 cells, Fluo-8 calcium fluorescence | Muscarinic acetylcholine receptor M5 (Homo sapiens), P08912 | CHO-K1 hM5 cells; 0% DMSO wells, 100% maximal acetylcholine response | activation, % at 3 µM | 360,000 compounds, 0.19% hits;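 active = activation above the run's mean over test compounds plus 3 SD, cut at about 23% in these data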;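 also: signal is peak over basal fluorescence ratio across the kinetic read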
CHRM1 antagonist: human M1 muscarinic receptor antagonists, primary screen, CHO-K1 cells, Fluo-8 calcium fluorescence, 1536-well; Muscarinic acetylcholine receptor M1 (Homo sapiens), P11229; CHO-K1 hM1, ACh EC80 antagonist; inhibition, % at 3 µM; 360,000 compounds, 1.3% hits; AID 588852, 2011;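 active = percent inhibition above its own plate's cutoff, namely the mean of that plate's compound wells plus 3 SD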;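 also: peak over basal fluorescence ratio during 140 s after agonist addition; 0% = ACh EC80 plus DMSO and 100% = DMSO alone without agonist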
M4 PAM: human M4 muscarinic receptor positive allosteric modulators, primary screen, CHO-K1 cells, Fluo-8 calcium fluorescence. Muscarinic acetylcholine receptor M4 (Homo sapiens), P08173. activation, % at 3 µM. CHO-K1 hM4/Gqi5, ACh EC20; 0% = ACh EC20, 100% = maximal ACh. 360,000 compounds, 0.4% hits. AID 624126, 2012;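 active = activation above its plate's cutoff, the mean activation of sample wells plus 3 SD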; also: some results filed as inactive read as strong as hits
CRFR2-BP ag: agonists of CRF-BP/CRF-R2 complex, primary screen, cell-based, HEK293, calcium dye fluorescence, uHTS; CRF-binding protein / CRF receptor 2 complex (human); activation, % at 13.2 µM; 350,000 compounds, 0.46% hits; calcium dye fluorescence (FLIPR); percent of saturating CRF peptide response; AID 588473, 2011;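 active = activation of at least 50%, plus an integration ratio under a set limit after plate pattern correction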;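 also: plate controls were neutral control wells without compound for no effect and CRF at EC100 for full effect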
* marks the source's active call; other numbers are inactive results; · = not tested or not shown. Compounds as they come. Share with any hit: about 2.8%.

no.	compound	CHRM1 PAM	CHRM4 antagonist	M4 ag	M5 antag	CHRM5 PAM
1	O=C(COC(=O)CCNS(=O)(=O)c1ccccc1)NNC(=O)c1ccccc1	7	-5	0	5	4
2	CCN1CCN(C(c2cc3cccc(C)c3[nH]c2=O)c2nnnn2Cc2ccccc2)CC1 (stereo unspecified)	4	-3	1	4	-8
3	CC1CCN(C2=C(NS(=O)(=O)c3ccccc3)C(=O)c3ccccc3C2=O)CC1	4	-15	-1	1	12
4	CN(C)C(=O)c1ccc(Nc2ncnc3sc4c(c23)CCCCC4)cc1	8	-4	1	16	1
5	O=C(COc1ccc(Cl)cc1Cl)NCc1ccncc1	-3	30*	4	2	-3
6	O=C(N/N=C/c1ccc(OCC(=O)N2CCCC2)cc1)C(=O)NC1CC1	-8	-3	2	-1	-2
7	Cc1ccc(/C(N)=N/OC(=O)c2ccc(Cl)cc2Cl)cc1	6	1	1	-2	4
8	CCc1ccc(OCC(=O)N(CC)CC)cc1	7	2	0	4	-3
9	Cc1ccc(-c2nnn(CC(=O)N(CCO)C(C(=O)NC(C)(C)C)c3ccncc3)n2)cc1 (stereo unspecified)	4	17	1	3	4
10	O=C(COC(=O)COc1ccc(Br)cc1)NCCC1=CCCCC1	0	-4	2	-5	2
11	O=C(CCC(=O)N/N=C/c1ccc(Br)o1)N/N=C/c1ccc(Br)o1	-3	-14	1	-2	-3
12	Cc1ccc(-n2c(C)n[nH]c2=S)cc1	6	-13	1	-3	5

no.	M5 ag	CHRM1 antagonist	M4 PAM	CRFR2-BP ag
1	1	-10	5	-0.1
2	0	3	0	2.7
3	-8	-4	0	-2.4
4	-3	1	-2	0.7
5	-6	0	5	0.1
6	-2	13	0	2.5
7	-1	-1	8	-2.6
8	1	2	-1	-0.2
9	0	0	13	0.3
10	-4	9	12	2.5
11	-1	10	0	0.3
12	-5	-7	-6	0.6

More compounds follow.
no.	compound	CHRM1 PAM	CHRM4 antagonist	M4 ag	M5 antag	CHRM5 PAM
13	COC(=O)[C@@]12C[C@@H](CC(=O)N3CCOCC3)C(=O)N(Cc3ccco3)C1=CCC(C)(C)C2	·	3	1	3	5
14	COc1ccc(Nc2nc(N)nc(CN3CCN(c4ccc(F)cc4)CC3)n2)cc1	3	-9	10	-7	-1
15	O=C1NC(=Nc2ccccc2)SC1Cc1ccccc1 (stereo unspecified)	-8	-2	18	27*	-11
16	COc1ccc(-c2c(NC(=O)c3ccco3)oc3ccc(Cl)cc3c2=O)cc1	2	-3	-1	18	-2
17	N#CC1=C(N)NC(SCC(=O)O)=C(C#N)C12CCCC2	6	10	0	3	0
18	O=C(c1cnccn1)N(Cc1cccs1)C1(C(=O)NC2CCCCC2)CCCCC1	8	-1	4	5	-3
19	Fc1ccc(NC(=S)Nc2cccc3ccccc23)cc1F	1	1	3	2	-3
20	COc1ccc(-c2cc3nc4ccccc4n3c(N)c2C#N)cc1	-1	-4	3	5	-3
21	CC(C)C(=O)Nc1cc(S(=O)(=O)N2CCOCC2)ccc1N1CCCCC1	5	3	-1	16	7
22	Cc1ccc(NS(=O)(=O)c2ccc3c(c2)CC(=O)N3)c(C)c1	4	3	1	1	-1
23	CC1CCCN(CC(O)COc2ccc(S(=O)(=O)N3CCCC3)cc2[N+](=O)[O-])C1 (stereo unspecified)	-8	-8	1	1	7
24	O=C(Nc1cccc(Cl)c1)N1CCN(C2c3ccccc3-c3ccccc32)CC1	-3	9	1	2	7

no.	M5 ag	CHRM1 antagonist	M4 PAM	CRFR2-BP ag
13	2	·	6	·
14	4	1	4	-0.4
15	-3	14	-4	1.2
16	-2	-6	11	-2.1
17	-1	-34	2	1.5
18	2	3	-1	-1.4
19	0	-5	8	0.1
20	3	-1	-10	-0.5
21	-1	-11	1	-3.3
22	2	-7	1	-0.4
23	-10	4	-3	0.7
24	0	30	5	1.3

New compounds follow:
no.	compound	CHRM1 PAM	CHRM4 antagonist	M4 ag	M5 antag	CHRM5 PAM
25	COc1ccc(-c2noc(CCC(=O)Nc3cccnc3)n2)cc1OC	3	1	3	1	-1
26	COc1ccc(S(=O)(=O)N2CCOCC2)cc1NC(=O)CN1C(=O)CN(C)C1=O	8	-20	2	16	3
27	COc1ccc(S(=O)(=O)N2CCC(C(=O)N3CCOCC3)CC2)cc1Cl	12	4	1	-1	-1
28	Cc1cccc(NC(=O)c2nc[nH]c2C(=O)Nc2ccccc2[N+](=O)[O-])c1	4	0	0	-4	-4
29	COC(=O)C[C@H]1c2ccccc2S(=O)(=O)N1c1cccc(OC)c1	17	-8	2	2	1
30	COc1ccccc1N(CC(=O)NCC1CCCO1)C(=O)CCC(=O)Nc1cc(C)on1 (stereo unspecified)	17	-1	2	7	6
31	O=C(CCCN1C(=O)c2ccccc2C1=O)NCCc1ccc(OC(F)F)cc1	13	8	6	8	2
32	O=C(Cc1ccccc1)N1CCc2ccccc21	8	-2	0	1	4
33	CCOC(=O)C1C(c2ccc3c(c2)OCO3)NC(=O)NC1(O)C(F)(F)F (stereo unspecified)	9	-3	1	2	-2
34	O=C(CSc1nnnn1-c1ccccc1)c1ccc(O)cc1O	3	12	1	13	-7
35	COc1ccccc1NS(=O)(=O)c1cc(NC(=S)NCC2CCCO2)ccc1C (stereo unspecified)	-3	-15	19	-2	-13
36	CCOC(=O)N1CCC(NC(=O)CSCc2nc(-c3ccc(OCC)cc3)oc2C)CC1	9	-2	4	3	-1

no.	M5 ag	CHRM1 antagonist	M4 PAM	CRFR2-BP ag
25	1	-18	4	0.0
26	4	-13	7	-4.2
27	-4	1	0	0.4
28	1	-2	-9	0.3
29	-1	-3	10	-2.9
30	-1	-14	4	0.1
31	0	-14	-1	-1.3
32	-1	-5	6	-1.2
33	-6	-6	11	3.0
34	-3	-6	-7	-1.7
35	7	-9	-4	-0.3
36	1	-13	5	-0.8

Entries of single compounds from above. Screens in order: CHRM1 PAM, CHRM4 antagonist, M4 ag, M5 antag, CHRM5 PAM, M5 ag, CHRM1 antagonist, M4 PAM, CRFR2-BP ag
O=C(CSc1nnnn1-c1ccccc1)c1ccc(O)cc1O as listed: 3, 12, 1, 13, -7, -3, -6, -7, -1.7
COc1ccc(-c2noc(CCC(=O)Nc3cccnc3)n2)cc1OC as listed: 3, 1, 3, 1, -1, 1, -18, 4, 0.0
Cc1cccc(NC(=O)c2nc[nH]c2C(=O)Nc2ccccc2[N+](=O)[O-])c1 as listed: 4, 0, 0, -4, -4, 1, -2, -9, 0.3

Following part:
no.	compound	CHRM1 PAM	CHRM4 antagonist	M4 ag	M5 antag	CHRM5 PAM
37	CC(=O)c1c(C)nc(-c2ccccc2)n1O	13	6	1	-5	4
38	O=C(CNC(=O)c1ccco1)OCC(=O)c1ccccc1	-1	-6	0	0	5
39	C=CCn1nc(C(=O)OCC)cc1-c1sc(NC(=O)c2ccccc2)nc1C	1	-16	1	-1	1
40	CCOC(=O)[C@]12CCCC=C1N(Cc1ccc(Cl)cc1Cl)C(=O)[C@H](CC(=O)NCCCOC)C2	·	-14	-1	2	-4
41	CSCCC(NC(=O)c1ccccc1Cl)C(=O)NCCOc1ccccc1 (stereo unspecified)	14	-13	3	-11	4
42	C=CCSC1=N/C(=C/c2ccsc2)C(=O)N1c1ccccc1	1	3	1	3	-4
43	O=c1[nH]c(SCc2cccc(Cl)c2)nc2c1CCCC2	-2	12	-2	7	3
44	COc1ccc(OC)c(NC(=O)c2ccc(N3C(=O)C4CC=C(C)CC4C3=O)cc2)c1 (stereo unspecified)	8	-7	5	-1	-1
45	C=CCN1C(=O)C(CC(=O)Nc2ccccc2)SC1=Nc1ccc(S(N)(=O)=O)cc1 (stereo unspecified)	-6	3	11	9	-12
46	CC(C)CC(=O)NC(=S)Nc1cc(C(F)(F)F)ccc1N1CCOCC1	7	2	-1	2	2
47	Cc1ccc(C(=O)Nc2c3c(nn2-c2ccccc2)CS(=O)(=O)C3)cc1C	5	15	1	6	0
48	COc1ccc(C(=O)c2ccc(N3CCOCC3)cc2)c(OC)c1	1	5	1	-2	-8

no.	M5 ag	CHRM1 antagonist	M4 PAM	CRFR2-BP ag
37	2	-9	12	-0.7
38	-1	2	11	-1.4
39	1	-2	5	-0.6
40	-3	·	3	·
41	-3	-17	2	-0.6
42	-1	2	3	-0.5
43	-1	7	3	1.4
44	-3	-15	-12	1.3
45	3	17	1	-2.2
46	0	-3	5	0.0
47	2	-10	-6	-1.9
48	-1	-12	-3	1.7

Records listed so far printed as active in CHRM4 antagonist:
no.	compound	CHRM1 PAM	CHRM4 antagonist	M4 ag	M5 antag	CHRM5 PAM
5	O=C(COc1ccc(Cl)cc1Cl)NCc1ccncc1	-3	30*	4	2	-3

no.	M5 ag	CHRM1 antagonist	M4 PAM	CRFR2-BP ag
5	-6	0	5	0.1

Next part:
no.	compound	CHRM1 PAM	CHRM4 antagonist	M4 ag	M5 antag	CHRM5 PAM
49	CC(NC(=O)COC(=O)c1cc(Cl)ccc1O)C1CC2CCC1C2 (stereo unspecified)	-2	1	3	10	-1
50	COc1ccc(CCN2C(=O)NC(NS(=O)(=O)c3ccc(N)cc3)(C(F)(F)F)C2=O)cc1OC (stereo unspecified)	15	4	0	1	0
51	Cc1noc(C)c1C(=O)Nc1nc(-c2ccc(F)c(F)c2)cs1	2	1	8	2	-3
52	COc1ccc(OC)c(Nc2cc(C)nc3ccc(C)cc23)c1	4	-5	9	10	0
53	COc1cc(NC(=O)Cc2c(C(=O)O)[nH]c3ccccc23)cc(OC)c1OC	8	0	1	0	-3
54	CN1CCC(=O)N([C@H](CC#N)c2ccccc2)CC1	8	1	1	4	4
55	O=S(=O)(Cc1ccccc1)N1CCN(Cc2ccc(Br)cc2)CC1	-3	11	5	5	-3
56	CCOC(=O)c1sc(Nc2ccc(OCC)cc2)nc1C	-2	-27	-1	8	-22
57	Fc1cccc(CCN2CCNC[C@H]2Cc2cccc3ccccc23)c1	4	2	6	8	-6

no.	M5 ag	CHRM1 antagonist	M4 PAM	CRFR2-BP ag
49	3	5	-5	9.4
50	0	-14	0	-2.3
51	-8	-4	4	-4.9
52	-6	-9	-3	-0.6
53	1	-28	4	0.1
54	-4	-3	8	1.8
55	-1	0	-8	-2.6
56	-12	11	-2	2.9
57	0	-7	7	7.7

Source: PubChem BioAssay (several laboratories)
